Tb PFK inh: qHTS Assay to Find Inhibitors of T. brucei phosphofructokinase | ATP-dependent 6-phosphofructokinase (Trypanosoma brucei brucei), O15648 | T. brucei PFK, ADP-Glo luminescence | Potency, µM (highest dose often 57.5 µM), without a hit: at the top dose activity, negative = inhibition, most hits filed as inhibitors | 330,000 tested, 0.17% active;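 note: potency is the fitted concentration of half-maximal effect; 0% = uninhibited 1x PFK enzyme wells and -100% = no-enzyme wells; nearly all actives have a fitted effect of over 60% in size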
Target sequence (O15648 whole entry, looked up): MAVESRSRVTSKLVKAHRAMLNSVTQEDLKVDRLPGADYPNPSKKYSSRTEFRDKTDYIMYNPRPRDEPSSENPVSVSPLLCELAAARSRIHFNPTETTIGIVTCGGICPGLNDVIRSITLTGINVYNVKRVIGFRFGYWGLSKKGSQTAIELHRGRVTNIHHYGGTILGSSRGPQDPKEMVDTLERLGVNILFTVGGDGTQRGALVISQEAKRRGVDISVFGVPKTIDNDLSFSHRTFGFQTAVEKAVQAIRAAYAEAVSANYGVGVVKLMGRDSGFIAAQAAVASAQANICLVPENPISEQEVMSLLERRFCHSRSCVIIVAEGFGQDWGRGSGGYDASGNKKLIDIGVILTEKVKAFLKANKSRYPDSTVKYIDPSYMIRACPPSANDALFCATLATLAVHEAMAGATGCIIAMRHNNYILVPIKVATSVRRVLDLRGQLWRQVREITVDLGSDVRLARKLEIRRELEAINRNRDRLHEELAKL
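Luminescent ADP detection (ADP-Glo, two-step: ATP depletion then ADP-to-ATP conversion for luciferase) reported PFK activity after 45 min room-temperature reaction of 1.25 nM enzyme with 0.5 mM F6P and 0.1 mM ATP at pH 8.0.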
BRCA1 expr up: qHTS Assay to Identify Small Molecule Activators of BRCA1 Expression; MCF7-BRCA1-FFLuc reporter, luminescence, 48 h; response scale: scaled: vehicle 0%, 10 µM genistein 100%; 380,000 tested, 1.1% active; Potency, µM (highest dose often 46.1 µM), inactives show at the top dose activation, most hits filed as activators; note: potency is the fitted concentration of half-maximal effect; nearly all actives have a fitted effect of over 80% in size; some results filed as inactive show a strong effect at the top dose
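Using MCF7 cells harboring a BRCA1 firefly luciferase reporter, plated 2 h before compound pinning, the screen measured luminescence after 48 h incubation. Responses were normalized to DMSO and 10 microM genistein, then fitted for concentration-effect.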
Rab9 promoter act: qHTS Assay for Rab9 Promoter Activators. Huh7 Rab9 promoter-luciferase reporter, luminescence, 24 h. Potency, µM (top dose mostly 9.22 µM), for inactives: top-dose activation, negative = inhibition, most hits filed as activators. 320,000 tested, 2.8% active. AID 485297, 2010; note: potency is the fitted concentration of half-maximal effect; % of control where 0% means no effect; nearly all actives have a fitted effect of over 60% in size
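Huh7 reporter line, Rab9 promoter upstream of luciferase. Compound exposure 24 h at 37 °C in reduced-serum medium with 10% FBS. Read-out: luminescence.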
TRPV1 agonist: HTS Assay for Compounds that Act as Agonists of the Vanilloid Receptor 1; AID 540275, 2011; 320,000 tested, 0.19% active; Transient receptor potential cation channel subfamily V member 1 (Homo sapiens), Q8NER1; TRPV1-expressing cells, Fluo-8 calcium influx, agonist mode; activation, % at 8.33 µM; in the data active = activation above about 80%; inconclusive = between about 30% and that limit; note: 0% is about no effect
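Fluo-8 calcium influx in TRPV1-expressing cells, kinetic read (ex 480/em 520 nm). Compound added and read 3 min for agonist activity, followed by capsaicin at EC20 final and 2 min further read for enhancement.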
NPC1 prom act: qHTS Assay for NPC1 Promoter Activators; Potency, µM (titrated, usually from 9.22 µM), for inactives: top-dose activation, usual class: activators; Huh7 NPC1 promoter luciferase reporter, 24 h; 320,000 tested, 2.4% active;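 note: potency is the fitted concentration of half-maximal effect; % of control where 0% means no effect; nearly all actives have a fitted effect of over 60% in size; reporter is driven by a mutant NPC1 promoter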
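Stably transfected Huh7 (NPC1 promoter→luciferase), 1500 cells/well in Opti-MEM + 10% FBS, 2 h settle, then compound 24 h at 37 °C. Luminescence after 10 min with Amplite reagent.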
VP16 counter: VP16 counterscreen qHTS for inhibitors of ROR gamma transcriptional activity. Drosophila S2 Gal4-VP16 UAS-luciferase, luminescence, 20 h. Potency, µM (doses to about 53.6 µM), without a hit: at the top dose activity, negative = inhibition, most hits filed as inhibitors. 310,000 tested, 3.5% active;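 note: Gal4-VP16 expression switched on by copper sulfate through the metallothionein promoter; potency is the fitted concentration of half-maximal effect; % is set by controls: 0 for no effect and ±100 for the full control effect; nearly all actives have a fitted effect of over 50% in size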
ELG1 repair inh: qHTS screen for small molecules that inhibit ELG1-dependent DNA repair in human embryonic kidney (HEK293T) cells expressing luciferase-tagged ELG1; HEK293T ELG1-luciferase reporter, luminescence, 16 h; DNA damage induced by 5-fluorouridine; 330,000 tested, 2.3% active; Potency, µM (doses to about 46.1 µM), inactives show at the top dose activity change, negative = inhibition, hits mostly inhibitors; note: potency is the fitted concentration of half-maximal effect; % is set by controls: 0 for no effect and ±100 for the full control effect; nearly all actives have a fitted effect of over 55% in size
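Reporter activity after DNA damage by 5-fluorouridine is monitored. Compound-treated cells incubate 16 hr at 37 °C, then ONE-Glo is added for 30 min before luminescence reading.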
p53 reactivator: qHTS assay for re-activators of p53 using a Luc reporter | AID 504706, 2011 | 320,000 tested, 0.063% active | H1299 p53-A138V BP100-luciferase reporter, luminescence, 24 h | Potency, µM (series often up to 92.2 µM), for inactives: top-dose activity change, positive = activation, actives largely listed as activators; note: potency is the fitted concentration of half-maximal effect; % of control where 0% means no effect; nearly all actives have a fitted effect of over 45% in size
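H1299 (p53-null), stable ts p53-A138V + BP100-Luc; 1000 cells/well, Opti-MEM/10% FBS; cpd 4 pt, 1:5; 24 h, 37 deg C, 5% CO2; detection reagent 10 min RT; luminescence.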
FLuc counter: qHTS profiling assay for firefly luciferase inhibitor/activator using purifed enzyme and Km concentrations of substrates (counterscreen for miR-21 project); purified FLuc, Km substrates, luminescence inhibition; Potency, µM (titrated, usually from 57.5 µM), for inactives: at the top dose activity change, negative = inhibition, usual class: inhibitors; 360,000 tested, 6.9% active;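 note: potency is the fitted concentration of half-maximal effect; plate controls were vehicle for no effect and reference inhibitor for full effect; nearly all actives have a fitted effect of over 55% in size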
Target sequence (P08659 whole entry, looked up): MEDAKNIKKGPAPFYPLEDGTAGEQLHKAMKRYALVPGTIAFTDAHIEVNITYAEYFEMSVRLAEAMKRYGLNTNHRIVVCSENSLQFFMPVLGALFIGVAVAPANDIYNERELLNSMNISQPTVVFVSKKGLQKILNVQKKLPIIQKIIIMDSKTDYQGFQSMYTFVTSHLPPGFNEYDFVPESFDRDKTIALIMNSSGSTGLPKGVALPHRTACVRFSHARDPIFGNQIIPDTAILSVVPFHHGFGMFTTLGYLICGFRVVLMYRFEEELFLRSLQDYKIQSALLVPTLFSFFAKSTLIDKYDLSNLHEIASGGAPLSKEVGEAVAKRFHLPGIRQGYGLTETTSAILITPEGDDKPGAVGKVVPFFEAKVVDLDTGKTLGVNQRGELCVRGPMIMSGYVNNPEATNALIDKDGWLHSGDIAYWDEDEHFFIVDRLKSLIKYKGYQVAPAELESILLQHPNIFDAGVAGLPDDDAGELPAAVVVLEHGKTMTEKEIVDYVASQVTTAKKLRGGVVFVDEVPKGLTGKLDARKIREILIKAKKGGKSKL
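Purified P. pyralis luciferase, 10 nM final, with Km-level 10 uM D-luciferin and 10 uM ATP in 50 mM Tris acetate pH 7.5, 10 mM Mg acetate, 0.01% Tween-20, 0.05% BSA; 6-point qHTS titration about 60 µM downward; luminescence read.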
ELG1 genotoxic: qHTS screen for small molecules that induce genotoxicity in human embryonic kidney (HEK293T) cells expressing luciferase-tagged ELG1; HEK293T ELG1-luciferase reporter, luminescence, 16 h; 330,000 tested, 1.3% active; Potency, µM (highest dose often 46 µM), for the others: at the top dose activity change, positive = activation, hits mostly activators; AID 504466, 2011; note: potency is the fitted concentration of half-maximal effect; % of control where 0% means no effect; nearly all actives have a fitted effect of over 60% in size
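Screening used a luciferase reporter fused to human ELG1 in HEK293T cells. Luminescence was read on a CCD plate imager after 16 hr exposure and 30 min ONE-Glo incubation.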
RORgamma inh: qHTS for inhibitors of ROR gamma transcriptional activity | Potency, µM (top dose mostly 53.6 µM), inactives show at the top dose activity change, negative = inhibition, hits mostly inhibitors | AID 2551, 2010 | Drosophila S2 Gal4-RORgamma UAS-luciferase reporter, 20 h | 310,000 tested, 5.4% active | Nuclear receptor ROR-gamma (Mus musculus), P51450; note: potency is the fitted concentration of half-maximal effect; % is set by controls: 0 for no effect and ±100 for the full control effect; nearly all actives have a fitted effect of over 60% in size
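Read-out: Photinus luciferase luminescence; inhibitors lower reporter signal. Insect Schneider cells with Gal4-ROR gamma fusion under metallothionein promoter, UAS reporter; 700 uM final copper sulfate induction, 20 hr, ambient temperature.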
Active calls of the source: *; ? = inconclusive; nt = not tested or not shown; [ ] = dose if it differs, or a comment. Unless noted, calls come from the whole dose curve; as a rule, active = well fitted curve in the direction sought with a large enough effect; inconclusive = small, poorly fitted or top-dose-only effect, or another doubt; inactive = no such curve, though single readings can be large; an effect the other way counts as inactive or inconclusive.

SMILES | Tb PFK inh | BRCA1 expr up | Rab9 promoter act | TRPV1 agonist | NPC1 prom act | VP16 counter | ELG1 repair inh | p53 reactivator | FLuc counter | ELG1 genotoxic | RORgamma inh
O=C1NC2(CCCCC2)C(=O)N1c1ccc(Cl)cc1 | 0% | 26% | 1% | -1 | -4% | -9% | 25% | 7% | -3% | 2% | 40%
NS(=O)(=O)c1ccc(CCNC(=O)c2cc(-c3ccco3)nc3ccccc23)cc1 | -2% | -6% | 1% | 2 | -2% | nt | ? | -2% | ? | -6% | nt
COCCNC(=O)c1cc(-c2ccccc2)nn1Cc1cc(C)no1 | 3% | -22% | nt | nt | nt | nt | 9% | 5% | nt | 3% | nt
Cc1cccn2c(CN3CCNC(=O)CC3)c(C(=O)N(C)CCc3ccccc3)nc12 | -6% | -11% | -3% | 1 | -1% | 3% | 10% | 0% | -1% | 5% | -22%
CCN1C(=O)[C@H]2[C@H]3CN=C(SCc4ccccc4)N3[C@@](C)(C(=O)OC)[C@H]2C1=O | 0% | 6% | nt | nt | nt | nt | 8% | -1% | nt | 0% | nt
COc1cc2c(cc1NC(=O)COc1ccccc1OC)oc1ccccc12 | -9% | 2% | -4% | 7 | 13% | 6%[0.365 µM] | 0% | 2% | 3% | ? | 0%
Cc1nn(-c2ccccc2)c(Cl)c1/C=N/NC(N)=O | 2% | 82% | 18% | 3 | 18% | 10% | ? | 7% | ? | ? | 13%
C=CC[C@@H](Cc1ccc(F)cc1)C(=O)OC[C@@H]1CCCN1C(=O)[C@@H](CC=C)CC(=O)N(CCO)Cc1ccccc1 | -4% | -40% | nt | nt | nt | nt | ? | -2% | nt | -8% | nt
Cc1ccccc1NC(=O)C1CCN(S(=O)(=O)c2ccc3c(c2)NC(=O)C(C)S3)CC1 (configuration not stated) | 1% | -3% | 2% | 4 | -9% | -7% | 1% | 2% | -1% | -4% | 18%
CCn1c2ccccc2c2cc(CNCCCN3CCOCC3)ccc21 | 2% | -11% | -1% | -2 | -1% | nt | -19% | nt | 0% | -6% | nt
Cc1c(C(=O)O)oc2ccc(S(=O)(=O)N3CCC(C)CC3)cc12 | -1% | 15% | -2% | 0 | 0% | 4% | 0% | 9% | 6% | -3% | -1%
CN1N=C(C(C)(C)C)CSC1=Nc1ccccc1 | 0% | -2% | 0% | 6 | 0% | -11% | 6% | 9% | -17% | -2% | 6%
COc1cc(CCCN2CCNC[C@H]2Cc2cccc3ccccc23)cc(OC)c1OC | 3% | 1% | nt | nt | nt | nt | ? | -5% | nt | 0% | nt
CCOC(=O)C1(Cc2cccc(OC)c2)CCCN(C(=O)c2cc(C)on2)C1 (configuration not stated) | 2% | 69% | 3.2µM* | 18 | ? | ? | ? | ? | 12µM* | ? | 2%
CSc1ncccc1C(=O)OCc1ccc(C#N)cc1 | -2% | 2% | -5% | -1 | 1% | -5% | 13% | -1% | 3% | 5% | -18%
CC(C(=O)N(C)C1CCCCC1)N1CCC(C(N)=O)CC1 (configuration not stated) | -2% | -12% | 1% | -1 | 2% | 5% | -2% | 1% | -11% | -6% | -33%
CC(O)CN(CCC(N)=O)CCC(N)=O (configuration not stated) | 2% | 3% | 0% | nt | -4% | 1% | 18% | 3% | 0% | 0% | -5%
Cc1ccc(NNC(=O)c2ccno2)cc1C | 2% | -23% | 2% | 1 | 0% | -3% | ? | 3% | 2% | 7% | -2%
CC(=O)c1cccc(NC(=O)CC2S/C(=N/N=C/c3cccs3)NC2=O)c1 (configuration not stated) | -1% | -9% | 0% | 1 | -2% | -3% | -5% | -3% | -2% | 1% | ?
C=CCNC(=S)NNC(=O)C(CCC(C)C)CC(C)O (configuration not stated) | 4% | -6% | 2% | -1 | 2% | -2% | -1% | -7% | 8% | 0% | -45%

Sorted by molar mass (lowest first): part of the list above.
SMILES | Tb PFK inh | BRCA1 expr up | Rab9 promoter act | TRPV1 agonist | NPC1 prom act | VP16 counter | ELG1 repair inh | p53 reactivator | FLuc counter | ELG1 genotoxic | RORgamma inh
CN1N=C(C(C)(C)C)CSC1=Nc1ccccc1 | 0% | -2% | 0% | 6 | 0% | -11% | 6% | 9% | -17% | -2% | 6%
Cc1nn(-c2ccccc2)c(Cl)c1/C=N/NC(N)=O | 2% | 82% | 18% | 3 | 18% | 10% | ? | 7% | ? | ? | 13%
Cc1c(C(=O)O)oc2ccc(S(=O)(=O)N3CCC(C)CC3)cc12 | -1% | 15% | -2% | 0 | 0% | 4% | 0% | 9% | 6% | -3% | -1%

Structures above printed as active in Rab9 promoter act:
| smiles | Tb PFK inh | Rab9 promoter act | TRPV1 agonist | NPC1 prom act | p53 reactivator |
| --- | --- | --- | --- | --- | --- |
| CCOC(=O)C1(Cc2cccc(OC)c2)CCCN(C(=O)c2cc(C)on2)C1 (configuration not stated) | 2% | 3.2µM* | 18 | ? | ? |

Further results follow.
SMILES | Tb PFK inh | BRCA1 expr up | Rab9 promoter act | TRPV1 agonist | NPC1 prom act | VP16 counter | ELG1 repair inh | p53 reactivator | FLuc counter | ELG1 genotoxic | RORgamma inh
COc1ccccc1C1SCCN1C(=O)c1ccc([N+](=O)[O-])cc1 (configuration not stated) | 0% | -1% | -3% | -2 | 1% | -3% | -10% | -7% | 1% | -2% | 45%
COc1ccccc1NC(=O)c1cc(N2C(=O)C3C4CCC(C4)C3C2=O)ccc1Cl (configuration not stated) | 0% | -18% | -2% | 4 | 0% | 6% | -22% | -4% | 2% | 0%[9.26 µM] | -1%
COc1ccccc1CC(=O)Nc1ccc([N+](=O)[O-])cc1OC | 1% | -9% | -5% | 3 | 2% | 4% | -10% | -7% | 5% | -1% | 39%
CN1C(=O)C2(C(C#N)=C(N)N(c3cc(Cl)cc(Cl)c3)C3=C2C(=O)CCC3)c2ccccc21 (configuration not stated) | 1% | 13% | -4% | -1 | -2% | 1% | 10µM* | -1% | 0% | -26% | -8%
CC(=O)Oc1c(Br)cc(N(C(C)=O)S(=O)(=O)c2ccccc2)c2ccccc12 | -10% | -99%[inhibitor] | 20% | 13 | 3% | ? | 23µM* | nt | -13% | -17% | 4%[1.91 µM]
Cc1nn(-c2ccccc2)c(Cl)c1/C=N/NC(=O)OC(C)(C)C | 0% | ? | 2µM* | 5 | 2.8µM* | 1% | ? | ? | 15µM* | 9% | ?
CCCCn1c(N)c(N(CCOC)C(=O)COC(=O)C(C)(C)Oc2ccc(Cl)cc2)c(=O)[nH]c1=O | 0% | -21% | -2% | 1 | 0% | nt | ? | 2% | 4% | 5% | nt
Cc1ccc(NC(=O)Cn2cnc3c(cnn3C(C)(C)C)c2=O)cc1 | 0% | -18% | -2% | 14 | -1% | -4% | 2% | 0% | -9% | 0% | 12%
Cc1ccc(NC(=O)CN(C)C(=O)c2ccc(OCc3cn4ccccc4n3)cc2)cc1 | 9% | 40% | -1% | 1 | 8% | nt | 4% | 0% | -9% | -2% | nt
Cc1cc(N2C(=O)c3ccc(C(=O)Nc4ccc(CC(=O)O)cc4)cc3C2=O)no1 | 0% | 0% | 0% | -1 | 4% | -10% | 22% | 20% | 0% | -1% | -1%
COc1ccc(CNC(=O)CSc2nc3c(oc4ccccc43)c(=O)n2CC2CCCO2)cc1 (configuration not stated) | -6% | 3% | 3% | 4 | 0% | nt | -26% | -3% | 1% | -8% | nt
CN(CCO)C(=O)c1c(NC(=O)c2ccccc2)sc2c1CCCC2 | -5% | -5% | 6% | 2 | 2% | -2% | ? | 9% | 3% | -3% | 21%

In the list so far, 2 have a thiophene ring, fused or not:
SMILES | Tb PFK inh | BRCA1 expr up | Rab9 promoter act | TRPV1 agonist | NPC1 prom act | VP16 counter | ELG1 repair inh | p53 reactivator | FLuc counter | ELG1 genotoxic | RORgamma inh
CC(=O)c1cccc(NC(=O)CC2S/C(=N/N=C/c3cccs3)NC2=O)c1 (configuration not stated) | -1% | -9% | 0% | 1 | -2% | -3% | -5% | -3% | -2% | 1% | ?
CN(CCO)C(=O)c1c(NC(=O)c2ccccc2)sc2c1CCCC2 | -5% | -5% | 6% | 2 | 2% | -2% | ? | 9% | 3% | -3% | 21%

From PubChem

Random draw from the library; overall some 15% were active at least once.
